Screening data deposited in PubChem BioAssay by National Center for Advancing Translational Sciences (NCATS).
Pf growth 96h – Primary qHTS for delayed death inhibitors of the malarial parasite plastid, 96 hour incubation | P. falciparum luciferase reporter growth, 96 h | Potency, µM (doses to about 28.7 µM), inactives show at the top dose activity change, negative = inhibition, hits mostly inhibitors | actives 6.9% (n = 320,000) | AID 504834, 2011; further: potency means the concentration at half of the fitted maximal effect; on the % scale 0 is the no-effect control and ±100 the full control effect
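Cell-based qHTS: luciferase-tagged P. falciparum in erythrocytes (2% hematocrit, 0.05% parasitemia final) incubated with compounds for 96 hours, 37 C, 5% CO2; luciferase detection reagent then added and luminescence measured.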
Pf growth 48h – Primary qHTS for delayed death inhibitors of the malarial parasite plastid, 48 hour incubation; P. falciparum luciferase growth in erythrocytes, 48 h; actives 5.9% (n = 310,000); Potency, µM (titrated, usually from 28.7 µM), without a hit: at the highest dose activity change, negative = inhibition, usual class: inhibitors; further: potency means the concentration at half of the fitted maximal effect; on the % scale 0 is the no-effect control and ±100 the full control effect
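Erythrocytes infected with P. falciparum carrying an integrated firefly luciferase reporter (2% hematocrit, 0.1% parasitemia final) were exposed to compounds in RPMI 1640 with 0.5% Albumax at 37 C, 5% CO2. Growth inhibition was scored as reduced luminescence.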
Sm TGR block – qHTS Assay for the Inhibitors of Schistosoma Mansoni Peroxiredoxins; purified TGR, DTNB reduction, TNB absorbance 405 nm; Potency, µM (highest dose often 114 µM), for the others: top-dose activity change, negative = inhibition, usual class: inhibitors; actives 3% (n = 360,000); AID 485364, 2010; further: potency means the concentration at half of the fitted maximal effect; on the % scale 0 is the no-effect control and ±100 the full control effect; nearly all actives have a fitted effect of over 60% in size
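TGR 20 nM + NADPH 100 uM (dispensed conc.), cpd preinc 15 min RT; start with NADPH (500 uM addition) then DTNB (15 mM addition). Kinetic TNB absorbance, 405 nm filter. Four-parameter Hill fit across titration.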
Giardia FBPA inh – qHTS Assay for Inhibitors of Fructose-1,6-bisphosphate Aldolase from Giardia Lamblia | actives 0.71% (n = 290,000) | A8B2U2 | purified Giardia FBPA | Potency, µM (highest dose often 59.6 µM), for inactives: top-dose activity, negative = inhibition, hits mostly inhibitors; further: potency means the concentration at half of the fitted maximal effect; on the % scale 0 is the no-effect control and ±100 the full control effect; nearly all actives have a fitted effect of over 55% in size
Target sequence (A8B2U2 whole entry, looked up): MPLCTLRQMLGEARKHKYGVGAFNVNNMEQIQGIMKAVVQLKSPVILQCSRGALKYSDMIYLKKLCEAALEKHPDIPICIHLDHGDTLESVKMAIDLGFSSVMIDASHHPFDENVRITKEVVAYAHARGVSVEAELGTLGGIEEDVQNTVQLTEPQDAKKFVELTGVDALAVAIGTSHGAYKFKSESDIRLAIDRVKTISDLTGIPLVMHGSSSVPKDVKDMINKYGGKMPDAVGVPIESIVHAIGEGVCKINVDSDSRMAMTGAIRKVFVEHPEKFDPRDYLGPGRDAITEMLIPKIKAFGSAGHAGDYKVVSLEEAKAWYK
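40 nM FBPA preincubated 10 min at RT with compound (up to 57.5 uM final), then substrate plus GAPDH/TPI/NAD/arsenate coupling and diaphorase/resazurin added. Fluorescence read after 20 min at RT, 525/598 nm.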
Cycloheximide cs – Cycloheximide Counterscreen for Small Molecule Inhibitors of Shiga Toxin. cell reporter, cycloheximide protein synthesis inhibition counterscreen. AID 2314, 2010. max response, %. actives 12% (n = 300,000); in the data active means max response mostly above about 13%, no sharp cut-off; inactive means mostly below about 14%; further: read at 38.3 µM for the half of the compounds with a filed dose; 0% is about no effect
Shiga inhibitor – A qHTS for Small Molecule Inhibitors of Shiga Toxin; Vero cells, Shiga toxin protein synthesis inhibition reporter; inhibition, % at 38.7 µM; actives 9.2% (n = 290,000); in the data active means inhibition mostly above about 28%, no sharp cut-off; inactive means mostly below about 43%; further: 0% is about no effect
* marks the source's active call; other numbers are inactive results; & = joins results of further samples; [ ] = another dose, or the depositor's remark. Unless noted, the call rests on the fitted dose curve; in most records, active means well fitted curve in the direction sought with a large enough effect; inconclusive means small, poorly fitted or top-dose-only effect, or another doubt; inactive means no such curve, though single readings can be large; an effect the other way counts as inactive or inconclusive.

CN(C)c1ccc(/C=C2\C(=N)N3C(=NC2=O)Sc2cc(S(C)(=O)=O)ccc23)cc1 was read as Pf growth 96h -10%, Pf growth 48h -13%, Sm TGR block 6%, Giardia FBPA inh 1%, Cycloheximide cs -4 and Shiga inhibitor -3.
Cc1cc(S(=O)(=O)N2CCOCC2)ccc1OCC(=O)Nc1ccc(F)cc1F was read as Pf growth 96h 58%[activator], Pf growth 48h 11%, Sm TGR block 5%, Giardia FBPA inh 1%, Cycloheximide cs -6 and Shiga inhibitor 19.
For O=C(c1ccc2c(c1)OCO2)N1CCC2(CC1)Oc1ccc(F)cc1C(=O)C21CC(c2cccnc2)=NO1 (stereo unspecified) the results were Pf growth 96h inconclusive, Pf growth 48h inconclusive, Sm TGR block 10%, Giardia FBPA inh 2%, Cycloheximide cs -3 and Shiga inhibitor -1.
Screening O=c1c2ccccc2cnn1Cc1n[nH]c(=S)n1-c1ccccc1Cl returned Pf growth 96h 1%, Pf growth 48h 19%, Sm TGR block -6%, Giardia FBPA inh -14%, Cycloheximide cs -4 and Shiga inhibitor -9.
Cc1ccc(N2CC(=O)Nc3c(oc4nc(-c5ccccc5)cc(C)c34)C2=O)cc1 was read as Pf growth 96h -24%, Pf growth 48h inconclusive, Sm TGR block -3%, Giardia FBPA inh 5%, Cycloheximide cs 2 and Shiga inhibitor -26.
For O=C(Cn1c(=O)c2c(ncn2Cc2ccccc2)n(Cc2ccccc2)c1=O)N1CCc2ccccc21 the results were Pf growth 48h 3.3µM*, Sm TGR block 3%, Giardia FBPA inh -9%, Cycloheximide cs -3 and Shiga inhibitor -23.
For CC(OC(=O)c1cc(=O)c2ccccc2o1)C(=O)c1ccccc1 (stereo unspecified) the results were Pf growth 96h 4%, Pf growth 48h 5% and Sm TGR block -4%.
For COc1ccc(S(=O)(=O)N2CCCOC2CNC(=O)C(=O)NCc2ccco2)cc1C (stereo unspecified) the results were Pf growth 96h inconclusive, Pf growth 48h inconclusive, Sm TGR block -20%, Giardia FBPA inh 4%, Cycloheximide cs 2 and Shiga inhibitor 14.
Screening Cc1cccc2sc(N(CCCN(C)C)C(=O)c3sc4ccccc4c3Cl)nc12 returned Pf growth 96h inconclusive, Pf growth 48h -25%, Sm TGR block -6%, Giardia FBPA inh -3%, Cycloheximide cs -6 and Shiga inhibitor -15.
CC(C)c1[nH]nc2c1C(c1ccco1)C(C#N)=C(N)O2 (stereo unspecified) was read as Pf growth 96h 30%[activator], Pf growth 48h 4%, Giardia FBPA inh 3%, Cycloheximide cs -1 and Shiga inhibitor -8.

Arranged by length of the SMILES (highest first): some entries from above
CN(C)c1ccc(/C=C2\C(=N)N3C(=NC2=O)Sc2cc(S(C)(=O)=O)ccc23)cc1 was read as Pf growth 96h -10%, Pf growth 48h -13%, Sm TGR block 6%, Giardia FBPA inh 1%, Cycloheximide cs -4 and Shiga inhibitor -3.
Cc1ccc(N2CC(=O)Nc3c(oc4nc(-c5ccccc5)cc(C)c34)C2=O)cc1 was read as Pf growth 96h -24%, Pf growth 48h inconclusive, Sm TGR block -3%, Giardia FBPA inh 5%, Cycloheximide cs 2 and Shiga inhibitor -26.
Screening O=c1c2ccccc2cnn1Cc1n[nH]c(=S)n1-c1ccccc1Cl returned Pf growth 96h 1%, Pf growth 48h 19%, Sm TGR block -6%, Giardia FBPA inh -14%, Cycloheximide cs -4 and Shiga inhibitor -9.
For CC(OC(=O)c1cc(=O)c2ccccc2o1)C(=O)c1ccccc1 (stereo unspecified) the results were Pf growth 96h 4%, Pf growth 48h 5% and Sm TGR block -4%.

(cont.)
`CCC(=O)c1c[nH]c(C(=O)NCCCN2CCOCC2)c1` gave Pf growth 96h 16%, Pf growth 48h 1%, Sm TGR block -16%, Giardia FBPA inh -8%, Cycloheximide cs 5 and Shiga inhibitor -10.
`O=C(/C=C/c1ccc(O)cc1)c1ccc(O)cc1O` gave Pf growth 96h inconclusive, Pf growth 48h inconclusive, Sm TGR block -24%, Giardia FBPA inh 0%, Cycloheximide cs 29* and Shiga inhibitor 34.
Screening COc1cc(/C=N/NC(=O)c2cc(C3CC3)[nH]n2)cc(OC)c1OC returned Pf growth 96h -13%, Pf growth 48h -10%, Sm TGR block -2%, Giardia FBPA inh -3%, Cycloheximide cs -3 and Shiga inhibitor -7.
Screening O=C(CCN1C(=O)c2ccccc2C1=O)N1CCN(C(=O)c2ccccc2)CC1 returned Pf growth 48h 13%, Sm TGR block -5%, Giardia FBPA inh 1%, Cycloheximide cs -1 and Shiga inhibitor -3.
For Cc1ncoc1C(=O)N1CCCC(C(=O)c2cccc3ccccc23)C1 (stereo unspecified) the results were Pf growth 96h 6%, Pf growth 48h 4%, Sm TGR block -19%, Giardia FBPA inh 6%, Cycloheximide cs 9 and Shiga inhibitor 24.
For CC(C)COCC(CN(Cc1ccccc1)c1ccccc1)N1CCCC1 (stereo unspecified) the results were Pf growth 96h inconclusive, Pf growth 48h 11µM*, Sm TGR block -5%, Giardia FBPA inh -25%&1%&1%, Cycloheximide cs -11 and Shiga inhibitor -8.
CCN(CC)S(=O)(=O)c1cccc(NC(=O)c2cncc(Br)c2)c1 was read as Pf growth 96h -67%, Pf growth 48h inconclusive, Sm TGR block 2%, Giardia FBPA inh -4%, Cycloheximide cs -4 and Shiga inhibitor -3.
CCOc1ccc(CC(=O)Nc2c(C(=O)Nc3ccccc3)oc3ccccc23)cc1OCC was read as Pf growth 96h 0.93µM*, Pf growth 48h -1%, Sm TGR block 1%, Giardia FBPA inh 11%, Cycloheximide cs -3 and Shiga inhibitor -12.
Screening COc1cccc(OCc2cc(/C=N/NC(=O)c3ccn[nH]3)ccc2OC)c1 returned Pf growth 96h 77%[activator], Pf growth 48h 63%[activator], Sm TGR block -22%, Giardia FBPA inh 1%, Cycloheximide cs 50* and Shiga inhibitor 71*.
COc1cc(-c2nc(C(=O)NC3CCCCC3)cc3c2[nH]c2ccccc23)cc(OC)c1OC was read as Pf growth 96h inconclusive, Pf growth 48h 6.6µM*, Sm TGR block 6%, Giardia FBPA inh -7%, Cycloheximide cs -1 and Shiga inhibitor -4.
`C=Cc1c(C)c2cc3[nH]c(cc4nc(cc5nc(cc1[nH]2)C(C)=C5CCC(=O)O)C(CCC(=O)O)=C4C)c(C)c3C=C` gave Pf growth 96h 13%&-5%, Pf growth 48h -3%&2%, Sm TGR block inconclusive and Giardia FBPA inh inconclusive.
Screening CCOC(=O)NC(NC(=S)Nc1ccccc1[N+](=O)[O-])C(Cl)(Cl)Cl (stereo unspecified) returned Pf growth 96h inconclusive, Sm TGR block inconclusive, Giardia FBPA inh -27%, Cycloheximide cs -5 and Shiga inhibitor -8.
Nc1c(C(=O)c2ccccc2)sc2c1c(=O)[nH]c(=O)n2-c1ccccc1 was read as Pf growth 96h -2%, Pf growth 48h -15%, Sm TGR block -5%, Giardia FBPA inh 5%, Cycloheximide cs 12 and Shiga inhibitor -4.
`O=C(NCCN1CCOCC1)C(=O)c1c[nH]c2ccccc12` gave Pf growth 96h inconclusive, Pf growth 48h 15%, Sm TGR block 9%, Giardia FBPA inh 14%, Cycloheximide cs -4 and Shiga inhibitor 9.
c1ccc(Nc2cc(-c3ccccc3)nc3ncnn23)cc1 was read as Pf growth 48h -3%, Sm TGR block 0%, Giardia FBPA inh 21%, Cycloheximide cs 3 and Shiga inhibitor -1.
For CCSc1nc2nc(C)cc(C)n2n1 the results were Pf growth 96h 12µM*, Pf growth 48h 26%, Sm TGR block 20%, Giardia FBPA inh 1%, Cycloheximide cs 1 and Shiga inhibitor 8.
COc1ccc(C2C(=O)N(CCc3ccccc3)CC(=O)N2C2CCCCC2)cc1 (stereo unspecified) was read as Pf growth 96h 5.2µM*, Sm TGR block -5%, Giardia FBPA inh -1%, Cycloheximide cs 16 and Shiga inhibitor -3.
For C=CCNC(=S)Nc1c(C(=O)OC)[nH]c2cc(OC)ccc12 the results were Pf growth 96h 28%, Pf growth 48h -3%, Sm TGR block 1.8µM*, Giardia FBPA inh -9%, Cycloheximide cs 19* and Shiga inhibitor 30.
For CN1CCN(C(=O)COc2ccc(S(=O)(=O)NC3CCCCC3)cc2Cl)CC1 the results were Pf growth 96h 45%[activator], Pf growth 48h inconclusive, Sm TGR block 2%, Cycloheximide cs -4 and Shiga inhibitor -20.
Screening COc1ccc(Cl)c2sc(N3CCN(C(=O)c4ccco4)CC3)nc12 returned Pf growth 96h inconclusive, Pf growth 48h inconclusive and Sm TGR block 4%.
`CC(C)c1ccccc1NC(=O)COC(=O)CCN1C(=O)/C(=C\C=C\c2ccccc2)SC1=S` gave Pf growth 96h inconclusive, Pf growth 48h inconclusive, Sm TGR block -9%, Giardia FBPA inh 1%, Cycloheximide cs -1 and Shiga inhibitor 17.
COc1ccc(OC)c2[nH]c(=O)c(CCNC(=O)c3ccc(Br)o3)cc12 was read as Pf growth 48h 12µM*, Sm TGR block 0%, Giardia FBPA inh inconclusive, Cycloheximide cs -2 and Shiga inhibitor -12.
`COCc1cc(=O)[nH]c(/N=C(\N)Nc2ccc(Cl)c(Cl)c2)n1` gave Pf growth 96h 70%[activator], Pf growth 48h 39%[activator], Sm TGR block 3%, Giardia FBPA inh 5%, Cycloheximide cs 1 and Shiga inhibitor -9.
COc1cccc(CC(=O)NN2C(=O)NC3(CCCCC3)C2=O)c1 was read as Pf growth 96h -27%, Pf growth 48h inconclusive and Sm TGR block -6%.
Screening Cc1ccc(F)cc1NC(=O)N1CCCN(c2ccc(C(F)(F)F)cn2)CC1 returned Pf growth 96h -5%, Pf growth 48h inconclusive, Sm TGR block 5%, Giardia FBPA inh 4%, Cycloheximide cs 0 and Shiga inhibitor -7.
O=C(/C=C/c1ccc([N+](=O)[O-])cc1)NCCOc1ccc(F)cc1 was read as Pf growth 96h inconclusive, Pf growth 48h 10%, Sm TGR block 0%, Giardia FBPA inh -4%, Cycloheximide cs 9 and Shiga inhibitor 7.
`COc1ccc(C(=O)c2cc3cccc(OC)c3o2)cc1` gave Pf growth 96h 39%[activator], Pf growth 48h 242%[activator], Sm TGR block 16%, Giardia FBPA inh -8%, Cycloheximide cs 41* and Shiga inhibitor 98*.
`Cc1ccc(NC(=O)COC(=O)c2ccccc2F)cc1S(=O)(=O)N1CCCCC1` gave Pf growth 96h 71%[activator], Pf growth 48h -1% and Sm TGR block 1%.
For COC(=O)c1ccccc1NC(=O)CN(c1cc(OC)ccc1OC)S(C)(=O)=O the results were Pf growth 48h inconclusive, Sm TGR block -25%, Giardia FBPA inh -2%, Cycloheximide cs 4 and Shiga inhibitor -18.
COc1ccc(CNC(=O)CN2CCN(S(=O)(=O)c3cccs3)CC2)cc1OC was read as Pf growth 96h 9%, Pf growth 48h 9%, Sm TGR block -5%, Giardia FBPA inh -2%, Cycloheximide cs 1 and Shiga inhibitor 14.
